Yeast life ext – yeast lifespan extension; S. cerevisiae growth with nicotinamide, OD615; deaD strain in restrictive glucose medium; inhibition of the nicotinamide effect, % at 10 µM; 130,000 compounds, 0.68% hits; AID 775;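 active = inhibition above a set limit, placed 3 SD over the median of all compounds, cut at about 26% in these data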;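 note: 0% = nicotinamide-treated wells and 100% = cells grown without nicotinamide; some compounds called inactive have numbers as strong as hits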
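System: DeaD-strain S. cerevisiae / Buffer or medium: CSMM-D, restrictive glucose (dextrose) synthetic minimal medium / Probe or stimulus: nicotinamide, 1.5 mM, co-present with compound / Compound: one concentration, 10 µM, DMSO 0.25% / Incubation: 48 h compound exposure at 30 °C, humidified / Technique: optical density (absorbance) at 615 nm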
GALR2 blocker – antagonists of human galanin receptor 2 (GALR2) | inhibition, % at 4 µM | GALR2-expressing cells, antagonist mode | O43603 | 140,000 compounds, 0.39% hits; in the data active = inhibition above about 27%;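 note: cells stimulated with galanin 1-16 at roughly its EC80; 0% = agonist challenge control and 100% = basal control without agonist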
Target sequence (O43603 whole entry, looked up): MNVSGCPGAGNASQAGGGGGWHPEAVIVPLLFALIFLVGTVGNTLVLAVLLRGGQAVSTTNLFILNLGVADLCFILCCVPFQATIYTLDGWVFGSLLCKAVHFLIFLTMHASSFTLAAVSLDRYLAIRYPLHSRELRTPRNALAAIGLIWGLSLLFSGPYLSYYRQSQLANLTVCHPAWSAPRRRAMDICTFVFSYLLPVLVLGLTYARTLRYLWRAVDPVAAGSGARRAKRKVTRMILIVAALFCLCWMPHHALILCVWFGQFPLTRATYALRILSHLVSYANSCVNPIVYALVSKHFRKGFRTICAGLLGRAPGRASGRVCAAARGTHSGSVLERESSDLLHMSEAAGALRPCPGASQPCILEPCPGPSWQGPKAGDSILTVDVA
Phagocytosis inh – blocks phagocytosis by macrophages; J774A.1 macrophage IgG-bead phagocytosis, imaging; inhibition, % at 5 µM; 110,000 compounds, 0.07% hits;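 active = inhibition above the mean of the plate negative controls plus 5 SD, cut at about 13% in these data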;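 note: phagocytic index as fraction of beads internalized from green versus red external bead signal; plate controls were DMSO negative control for no effect and cytochalasin-D positive control for full effect; some results beyond the cut were filed as inactive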
E-sel TNF inh – blocks E-selectin expression induced by TNF alpha; HUVEC TNFa-induced E-selectin immunofluorescence, high content; inhibition, % at 2 µM; 120,000 compounds, 0.71% hits;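 active = inhibition above the batch mean plus 3 SD, and confirmed as a hit on visual image review, cut at about 43% in these data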;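 note: 0% = TNF-stimulated DMSO wells and 100% = unstimulated control wells; not every result past the cut was called active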
NPY-Y2 antag – antagonists of human neuropeptide Y receptor Y2. 140,000 compounds, 0.99% hits. NPY-Y2 expressing cells, antagonist mode. inhibition, % at 2.7 µM. AID 793; in the data active = inhibition above about 17%;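 note: 0% = vehicle with agonist challenge and 100% = reference antagonist with challenge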
Target sequence (P49146 whole entry, looked up): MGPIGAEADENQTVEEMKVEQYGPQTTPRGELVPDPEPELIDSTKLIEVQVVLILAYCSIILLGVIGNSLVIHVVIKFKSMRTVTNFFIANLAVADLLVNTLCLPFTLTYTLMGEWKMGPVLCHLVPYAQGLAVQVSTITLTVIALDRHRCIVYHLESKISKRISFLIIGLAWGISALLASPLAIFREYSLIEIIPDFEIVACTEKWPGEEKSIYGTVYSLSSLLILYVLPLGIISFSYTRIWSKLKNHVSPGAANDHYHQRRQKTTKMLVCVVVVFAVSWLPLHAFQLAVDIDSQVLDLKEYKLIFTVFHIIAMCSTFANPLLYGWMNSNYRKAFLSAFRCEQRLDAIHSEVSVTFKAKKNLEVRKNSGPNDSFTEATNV
Yeast growth inh – reduces growth of yeast BB579 in restrictive medium; S. cerevisiae BB579 growth, OD615, 48 h; inhibition, % at 10 µM; 140,000 compounds, 0.51% hits; AID 804;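 active = inhibition above a set limit, 3 SD over the mean compound inhibition, cut at about 44% in these data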; note: inactives centre near -24
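Material: Saccharomyces cerevisiae DeaD strain BB579, replicative lifespan model yeast; buffer or medium: CSMM-D restrictive synthetic medium containing dextrose (glucose); compound: 10 µM single dose, DMSO 0.25%; timing: 48 h compound exposure at 30 °C after 4 h preincubation; signal: turbidity as optical density at 615 nm; benchmarks: positive control amphotericin B 10 µg/mL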
MRP-1 activ – MRP-1 activation; viability increase, % at 10 µM; 140,000 compounds, 0.61% hits; H69AR cells + doxorubicin, viability rescue, CellTiter-Glo;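 active = viability gain under doxorubicin at or above a set limit, the compound median plus 3 SD, cut at about 4.7% in these data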;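 note: MRP-1 overexpressing cells given doxorubicin 25 µM after compound pretreatment; 18-22 h compound pretreatment then 72 h with doxorubicin before readout; 0% = doxorubicin-only wells and 100% = vehicle-treated cells without doxorubicin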
PTEN del growth – growth suppressors of cells with PTEN tumor suppressor deletion; HCT116 PTEN-null viability, CellTiter-Glo, 60 h; stronger effect = lower value; viability, % at 10 µM; 140,000 compounds, 1.2% hits;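 active = viability at or below a set limit, 4 SD under the median of all tested compounds, cut at about 3.7% in these data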;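 note: PTEN knockout HCT116 line with beta catenin targeted HCT116 as companion control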
Measles CPE – protection of cells from measles virus; Measles virus-infected cells, CPE protection, absorbance; protection (pct of control), % at 4 µM; 140,000 compounds, 1.5% hits; in the data active = protection mostly above about 24%, no sharp cut-off; inactive = mostly below about 26%; note: some compounds called inactive have numbers as strong as hits
HCT116 bCat-KO – beta-catenin-lacking colon tumor cell growth suppression; HCT116 beta-catenin knockout viability, CellTiter-Glo, 60 h; stronger effect = lower value; AID 818; 140,000 compounds, 1.5% hits; viability, % at 10 µM;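 active = viability at or under a set limit, the compound median less 4 SD, cut at about 6% in these data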;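 note: 0% = Hyamine 1622 control at 20 µM and 100% = untreated cell control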
* hit, by the source's call; . = not tested or not shown; & = joins results of further samples.

Results follow in this order: Yeast growth inh, GALR2 blocker, NPY-Y2 antag, Yeast life ext, MRP-1 activ, Phagocytosis inh, Measles CPE, PTEN del growth, HCT116 bCat-KO, E-sel TNF inh
> COc1ccc(OC)c(/C=N/NC(=O)CCCC(=O)Nc2cccc(Br)c2)c1
 : -25, -2, -1, -17, -2.4, ., 4, 103, 84, -11
> CCCC(=O)N1CCN(c2ccc(NC(=S)NC(=O)CC)cc2)CC1
 : -42, 8, -1, -3, -0.9, ., 2, 91, 78, -7
> CCOC(=O)CSc1nnc(-c2cccs2)n1-c1ccccc1
 : 10, 3, 5, -2, -0.1, 0, 25, 107, 99, 26
> CN(C(=O)c1ccccc1)C1(C)CCS(=O)(=O)C1 (centres undefined)
 : -28, -16, 0, -5, -1.6, 3, 25, 98, 97, -22
> C=CCn1c(SCC(=O)C(C)(C)C)nnc1-c1ccccn1
 : -28, 0, 4, -4, -1.2, ., 10, 97, 94, -6
> Cc1cccc(C(=O)N/N=C/c2ccc[nH]2)c1
 : -39, 12, 1, -4, -1.5, -9, 8, 97, 93, .
> Cc1ccccc1C1CC(c2ccc(Br)cc2)Nc2nc(N)nn21 (centres undefined)
 : -17, -2, 7, -4, -1.4, ., 25, 65, 58, .
> CC1CCCN(Cc2nc3c(c(=O)n(C)c(=O)n3C)n2Cc2c(F)cccc2Cl)C1 (centres undefined)
 : -62, -1, 5, -13, -0.9, -1, 5, 77, 72, -1
> Cc1ccc(CN(N=Nc2nonc2N)c2nonc2N)c(C)c1
 : -59, 14, 2, ., -5.4, ., 3, 72, 73, -4
> O=C(CSCC(=O)OCC(=O)c1ccc(Br)cc1)Nc1cccc2ccccc12
 : -44, 6, 4, -17, -2.5, -4, 7, 94, 90, -19
> S=C(NCc1ccc(Cl)cc1)Nc1ccc(Cl)cc1Cl
 : -42, -4, 3, -6, -0.8, -4, 3, 75, 74, 1
> Cc1cc(C)cc(OCC(=O)Nc2nonc2NC(=O)COc2cc(C)cc(C)c2)c1
 : -64, -1, 3, -21, -0.6, 0, 4, 81, 80, -11
> COC(=O)c1ccc(CNCC(=O)Nc2ccc(C(=O)OC)cc2)cc1
 : -18, -6, 5, -6, -2.3, -4, 8, 86, 80, .
> Cc1ccc(C(=O)NC2CC3CCCC(C2)N3C(=O)NC2CCCCC2)cc1 (centres undefined)
 : -34, 3, -2, ., -1.5, ., 4, 83, 84, 2
> CC1CCCCN1C(=O)CSCC(=O)Nc1nc(-c2cccs2)cs1 (centres undefined)
 : 10, 23, 4, -13, -3.0, ., 15, 93, 82, 18
> C[N+]1(C)CCC(=C2c3ccccc3CC(=O)c3sccc32)CC1
 : -20, 15, 1, -1, -2.7, -1, 8, 38, 21, -3
> Cc1cccc(CSc2nc3c(c(-c4cccs4)c2C#N)CN(C)CC3)c1
 : -4, -6, 3, -6, -1.2, 0, 11, 64, 81, .
> Cc1nn(-c2ccccc2)c(-c2ccccc2)c1C(=O)O
 : -11, -5, 1, -1, -0.2, ., 6, 99, 86, .
> CCCCN(C)C(=O)CS(=O)(=O)Cc1nc(-c2cccc(OC)c2)oc1C
 : -17, 4, 4, -3, -1.0, 0, 12, 100, 99, .
> CSc1ccccc1NC(=O)c1c(Br)cnn1C
 : -86, -12, 6, -18, -0.8, -2, 6, 106, 99, -6

Looked up above:
PTEN del growth result of Cc1ccc(CN(N=Nc2nonc2N)c2nonc2N)c(C)c1 stands at 72
Measles CPE result of Cc1cc(C)cc(OCC(=O)Nc2nonc2NC(=O)COc2cc(C)cc(C)c2)c1 stands at 4
Yeast growth inh result of CCCC(=O)N1CCN(c2ccc(NC(=S)NC(=O)CC)cc2)CC1 stands at -42
HCT116 bCat-KO result of CC1CCCCN1C(=O)CSCC(=O)Nc1nc(-c2cccs2)cs1 (centres undefined) stands at 82
Yeast life ext result of S=C(NCc1ccc(Cl)cc1)Nc1ccc(Cl)cc1Cl stands at -6
E-sel TNF inh result of COc1ccc(OC)c(/C=N/NC(=O)CCCC(=O)Nc2cccc(Br)c2)c1 stands at -11

Next section.
Results follow in this order: Yeast growth inh, GALR2 blocker, NPY-Y2 antag, Yeast life ext, MRP-1 activ, Phagocytosis inh, Measles CPE, PTEN del growth, HCT116 bCat-KO, E-sel TNF inh
> Cn1cc(CC(=O)Nc2cccc(C#N)c2)c2ccccc21
 : -43, -5, 1, -10, 1.1, 3, 2, 98, 104, 3
> COCCCn1c(SCC(=O)NC(C)C)nnc1-c1ccccc1
 : -37, -6, -3, -11, -0.9, -1, 6, 102, 98, 18
> CC(=O)N=C1SC2CS(=O)(=O)CC2N1c1cccc(Cl)c1Cl (centres undefined)
 : -16, -1, 1, -7, -1.8, 0, 8, 101, 90, .
> Cc1ccc(-n2cnnn2)c2cccnc12
 : -16, 10, 2, -5, 0.3, -1, 6, 93, 97, 12
> COc1ccc2c(c1)CCc1c(C(=O)NCc3ccc(F)cc3)noc1-2
 : -52, 2, 3, -2, -0.1, 1, 9, 105, 104, 32
> CC(=O)OCc1nc2sc(C)c(C)c2c(=O)[nH]1
 : -2, 0, 1, ., 1.5, ., 20, 103, 92, 1
> CCN(c1ccccc1)S(=O)(=O)c1ccc(N)c(OC)c1
 : 12, 12, 8, -14, -1.8, 3, 1, 27&25, 24, 6
> Cc1cccc(-n2c(=O)cc(N3CCN(c4ccc(F)cc4)CC3)[nH]c2=O)c1
 : -22, 1, 6, -1, -3.4, ., 9, 74, 71, .
> O=C(Cn1cc2c(n1)CCCC2)NCc1cccc(Cl)c1
 : -9, -11, 2, -9, -1.3, 0, 7, 95, 91, -30
> CCNC(=O)CSc1nnc(-c2ccc(OC)cc2)n1CC(C)C
 : -54, -1, 3, -8, -0.1, 1, 9, 107, 97, -12
> COc1cccc(NC(=O)CNC(=O)c2ccc(F)cc2)c1
 : -41, 11, 0, -15, -1.1, -1, 7, 91, 91, 9
> O=C(Nc1nccs1)C1CCN(S(=O)(=O)c2ccc(Cl)c(C(F)(F)F)c2)CC1
 : -52, -13, 1, -6, -2.2, 0, 13, 89, 93, 3
> CCN1CCN(c2ccc(NC(=O)c3ccc4c(c3)OCO4)cc2)CC1
 : -17, 1, 2, -6, -0.7, 0, 1, 106, 103, -37
> CCCC(=O)Nc1ccc(C(=O)O)cc1NC(=O)CCC
 : -37, 9, 1, -4, -0.3, 0, 6, 108, 89, 1
> O=C(CSc1nc2ccccc2c(=O)n1CC1CCCCC1)N1CCOCC1
 : -26, -10, 7, -11, -1.2, 0, 6, 89, 94, -37
> CN(c1ccccc1C(=O)N1CCN(c2cccc(Cl)c2)CC1)S(C)(=O)=O
 : -39, -13, 1, -12, -3.1, -2, 1, 87, 83, 20
> COCCOC(=O)C1=C(C)NC(=O)N(C(C)=O)C1c1ccc(Cl)cc1 (centres undefined)
 : -3, -8, 1, -9, -1.1, ., 4, 92, 80, -1
> Cc1ccccc1-n1c(SC(C)C(=O)N2CCN(C)CC2)nc2ccccc2c1=O (centres undefined)
 : -12, -8, 4, -18, -3.1, 2, 8, 73, 81, -36
> N#CC1=C(N)SC(C(=O)c2ccccc2)C1c1cccs1 (centres undefined)
 : -47, -2, 1, ., -0.4, ., 23, 82, 88, -21
> c1ccc(-c2nnc3ccc(N4CCCC4)nn23)cc1
 : -3, 4, 1, -14, -4.7, -1, 1, 93, 88, .

Limited to Yeast life ext, MRP-1 activ and HCT116 bCat-KO, for some of the entries so far:
Compound,Yeast life ext,MRP-1 activ,HCT116 bCat-KO
O=C(Nc1nccs1)C1CCN(S(=O)(=O)c2ccc(Cl)c(C(F)(F)F)c2)CC1,-6,-2.2,93
CCN1CCN(c2ccc(NC(=O)c3ccc4c(c3)OCO4)cc2)CC1,-6,-0.7,103
CCCC(=O)Nc1ccc(C(=O)O)cc1NC(=O)CCC,-4,-0.3,89

Additional records follow.
Results follow in this order: Yeast growth inh, GALR2 blocker, NPY-Y2 antag, Yeast life ext, MRP-1 activ, Phagocytosis inh, Measles CPE, PTEN del growth, HCT116 bCat-KO, E-sel TNF inh
> CCCOc1ccc(C(=O)NCc2ccco2)cc1
 : -44, -15, 2, 2, 0.8, 0, 24, 82, 86, .
> Cc1nc(S/C(=C\c2ccc(OCc3ccccc3Cl)cc2)C(=O)O)n[nH]1
 : -32, -9, 1, -7, -3.8, ., 6, 84, 85, 7
> CC(C)n1c(C(O)c2ccc3c(c2)OCO3)nc2ccccc21 (centres undefined)
 : -29, -3, 1, -8, 1.2, -1, 3, 91, 80, -13
> Cc1noc(C)c1CSCC(=O)OCc1nc2ccccc2c(=O)n1CC#N
 : -14, 15, 7, -17, -0.9, -1, 8, 92, 91, -21
> COC(=O)C(C)Sc1nc2c(c(=O)[nH]c(=O)n2C)n1CCC(C)C (centres undefined)
 : -33, -12, 7, -13, -0.5, ., 11, 98, 91, -17
> CCC(C)[C@H](NC(=O)OC(C)(C)C)c1nnc(SCc2c(C)[nH]c(=O)[nH]c2=O)o1 (some centres undefined)
 : -21, -3, 4, -19, -3.0, ., 34, 99, 86, -45
> CCOc1ccc(NC2=NCC(=O)N2Cc2cccs2)cc1
 : -27, 5, 0, -8, -1.7, ., 1, 94, 91, -3
> Cc1cccc(C(=O)NCCCN2CCCC2=O)c1
 : -30, -3, 4, -3, -1.7, 0, 26, 97, 95, 8
> CSc1nnc(-c2cc[n+](C)cc2)n1CCO
 : -3, -5, 2, 4, -2.0, -6, 1, 103, 102, 3
> Cc1ccccc1NC(=O)OCc1cccnc1Sc1ccc(Cl)cc1
 : -25, 2, 10, -9, -0.8, 1, 5, 95, 104, -8
> Clc1ccc(SCc2cc(-c3ccccc3)on2)cc1
 : -46, -4, 8, -7, 0.7, -1, 24, 99, 100, -9
> O=C(Nc1ccccc1N1CCOCC1)C1CCN(S(=O)(=O)c2ccccc2F)CC1
 : 9, 3, 2, -2, -1.8, -12, 15, 97, 93, 8
> COc1cccc2c(=O)c3cccc(N)c3[nH]c12
 : -19, -8, 2, -12, -0.5, 1, 3, 79, 80, 11
> O=C(Cn1c(C(F)(F)F)nc2ccccc21)NCCCN1CCOCC1
 : -37, 0, 0, ., -0.4, ., 3, 99, 96, 18
> CCN(CC)S(=O)(=O)c1cc(NC(=O)CCNC(=O)c2ccccc2Cl)ccc1C
 : -14, -3, 3, 3, -0.9, -4, 5, 94, 89, .
> CCN=c1scc(-c2ccccc2)n1/N=C/c1ccccn1
 : -14, 9, 4, -8, 0.0, -6, 62*, 30, 40, 0
> CCOC(=O)C(C)Oc1cccc2c(=O)n(CC(=O)NCCc3ccc(OC)c(OC)c3)ccc12 (centres undefined)
 : -9, -5, 0, 2, -2.2, ., 4, 93, 93, 8
> CC(c1ccccc1)C1NC(C(=O)O)CS1 (centres undefined)
 : 10, -5, 2, -7, 0.5, ., 14, 98, 94, -6
> N/C(Cc1ccc(Cl)cc1Cl)=N\OC(=O)Cc1cccs1
 : -57, -6, 3, 0, -1.4, 6, 7, 91, 96, .

Screening results (PubChem)
